USP2a block = qHTS Assay for Inhibitors of Ubiquitin-specific Protease USP2a Using CHOP2 as the Reporter; hit rate 0.01% among 330,000; Potency, µM (doses to about 38.3 µM), without a hit: at the highest dose activity change, negative = inhibition, actives largely listed as inhibitors; USP2 core, Ub-CHOP2 coupled fluorogenic reporter, 485/531; Ubiquitin carboxyl-terminal hydrolase 2 (Homo sapiens), O75604;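 further: potency means the concentration at half of the fitted maximal effect; plate controls were DMSO wells for no effect and full inhibition by NEM control for full effect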
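USP2 core (10nM final) preincubated 30min RT with compound in 20mM Tris-HCl pH 8.0, 2mM CaCl2, 2mM beta-mercaptoethanol, 0.05% CHAPS; 25nM Ub-CHOP2 plus 25nM reporter substrate added, fluorescence (Ex485/Em531) read after 60min.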
Menin MLL FP TR = qHTS Assay for Inhibitors Targeting the Menin-MLL Interaction in MLL Related Leukemias: Competition With Texas Red Labeled MLL-derived Mutant Peptide | O00255 | hit rate 0.23% among 270,000 | Potency, µM (doses to about 61.6 µM), without a hit: top-dose FP activity change, negative = inhibition, usual class: inhibitors | Menin + Texas Red MLL mutant peptide, fluorescence polarization; active means well fitted inhibition curve with a large enough effect in the polarisation, with a control signal flat, not every such curve was filed as active; inconclusive means small, poorly fitted or top-dose-only effect, or effect the other way, or a change in a side signal; inactive means no such curve, though single readings can be large or run the other way; the % refers to the polarisation; further: potency means the concentration at half of the fitted maximal effect; % of control where 0% means no effect; many of its hits are not listed in these tables
hERG WT inh = qHTS for Inhibitors of KCHN2 3.1: Wildtype qHTS. activity change, % at 1.84 µM. U2OS, BacMam KCNH2, thallium flux FluxOr; active compounds read low. hit rate 0.37% among 340,000. Voltage-gated inwardly rectifying potassium channel KCNH2 (Homo sapiens), Q12809;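 active means maximum activity change below -70%; inconclusive means maximum activity change between -70% and -50%; inactive means maximum activity change above -50%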; further: on the % scale 0 is the no-effect control and ±100 the full control effect
Target sequence (Q12809 whole entry, looked up): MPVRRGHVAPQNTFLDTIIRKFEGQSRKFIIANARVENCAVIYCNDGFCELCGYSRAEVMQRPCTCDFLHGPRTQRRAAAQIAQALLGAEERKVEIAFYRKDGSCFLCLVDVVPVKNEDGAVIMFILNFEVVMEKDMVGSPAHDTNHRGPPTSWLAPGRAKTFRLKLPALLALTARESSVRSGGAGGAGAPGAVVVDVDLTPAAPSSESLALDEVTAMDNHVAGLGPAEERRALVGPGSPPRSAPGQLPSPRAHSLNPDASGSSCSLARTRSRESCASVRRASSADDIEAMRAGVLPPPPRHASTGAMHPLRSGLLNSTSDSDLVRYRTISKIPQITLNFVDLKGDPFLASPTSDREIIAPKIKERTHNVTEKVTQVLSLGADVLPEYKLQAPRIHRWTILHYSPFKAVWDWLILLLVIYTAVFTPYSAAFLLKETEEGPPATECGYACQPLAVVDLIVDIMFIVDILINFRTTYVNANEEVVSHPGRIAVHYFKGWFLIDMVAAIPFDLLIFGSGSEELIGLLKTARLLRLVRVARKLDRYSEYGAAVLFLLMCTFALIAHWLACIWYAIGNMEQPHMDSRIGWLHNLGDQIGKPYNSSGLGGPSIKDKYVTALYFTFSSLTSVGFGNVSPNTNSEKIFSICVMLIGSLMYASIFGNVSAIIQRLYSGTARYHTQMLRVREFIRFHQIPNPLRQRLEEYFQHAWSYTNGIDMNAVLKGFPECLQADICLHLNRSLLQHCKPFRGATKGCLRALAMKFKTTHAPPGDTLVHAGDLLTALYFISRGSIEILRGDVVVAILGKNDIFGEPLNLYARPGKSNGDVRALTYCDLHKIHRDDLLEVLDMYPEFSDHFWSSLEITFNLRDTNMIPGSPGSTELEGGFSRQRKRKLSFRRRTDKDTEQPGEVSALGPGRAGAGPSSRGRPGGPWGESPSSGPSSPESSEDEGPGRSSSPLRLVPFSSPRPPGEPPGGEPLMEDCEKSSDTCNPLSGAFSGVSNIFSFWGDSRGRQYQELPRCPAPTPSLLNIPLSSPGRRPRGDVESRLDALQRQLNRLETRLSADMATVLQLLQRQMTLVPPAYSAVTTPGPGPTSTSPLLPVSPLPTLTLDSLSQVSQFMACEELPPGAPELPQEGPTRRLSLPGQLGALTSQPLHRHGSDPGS
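U2OS cells were transduced with wild-type KCNH2 virus (2.03 x 10^8 / mL) for 4 h at room temperature, then cultured overnight at 37 C. Thallium flux was read with FluxOr dye. Rate constants were normalized to DMSO controls.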
CXXC DNA block = qHTS Fluorescence Polarization Assay for Inhibitors of MLL CXXC domain - DNA interaction | Histone-lysine N-methyltransferase 2A (Homo sapiens), Q03164 | MLL-CXXC / FITC-HOXA9 DNA fluorescence polarization | Potency, µM (series often up to 115 µM), for inactives: top-dose activity change, negative = inhibition, actives largely listed as inhibitors | hit rate 0.037% among 290,000; active means well fitted inhibition curve with a large enough effect in the polarisation, with a control signal flat, not every such curve was filed as active; inconclusive means small, poorly fitted or top-dose-only effect, or effect the other way, or a change in a side signal; inactive means no such curve, though single readings can be large or run the other way; the % refers to the polarisation; further: potency means the concentration at half of the fitted maximal effect
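Purified MLL-CXXC (added from a 7 uM solution) was preincubated 5 min at ambient with pinned compounds in 50 mM Tris-HCl pH 7.5, 50 mM NaCl, 1 mM DTT, 0.05% BSA. Fluorescein-labeled HOX-A9 DNA (50 nM solution) followed, 30 min, then polarization read.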
TRPV1 ag = HTS Assay for Compounds that Act as Agonists of the Vanilloid Receptor 1 | TRPV1-expressing cells, Fluo-8 calcium influx, agonist mode | activation, % at 8.33 µM | hit rate 0.19% among 320,000; in the data active means activation above about 80%; inconclusive means between about 30% and that limit; further: 0% is about no effect
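Cells expressing TRPV1 were dye-loaded with Fluo-8 and read kinetically: 10 s baseline, 3 min after compound (agonist portion), then 2 min after EC20 capsaicin (allosteric enhancer portion). Calcium-bound dye fluorescence at 480/520 nm.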
KCNH2 3.1 block = qHTS for Inhibitors of KCHN2 3.1: Mutant qHTS; U2OS KCNH2 3.1, thallium flux FluxOr; active compounds read low; activity change, % (tested at about 1.8 µM); hit rate 0.95% among 340,000;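 active means maximum activity change below -70%; inconclusive means maximum activity change from -70% to -50%; inactive means maximum activity change above -50%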;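 further: thallium influx rate constant from kinetic fluorescence after stimulation buffer; on the % scale 0 is the no-effect control and ±100 the full control effect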
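Measured as rate of thallium-driven FluxOr signal in transduced U2OS cells carrying the 3.1 channel, read kinetically for 2 min upon stimulation; values are rate constants scaled to DMSO control wells.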
Giardia kill = Small Molecules that selectively kill Giardia lamblia: qHTS; hit rate 0.15% among 340,000; Giardia lamblia trophozoite viability; activity change, % at 7.66 µM, hits read low; AID 540267, 2011; in the data active means activity change below about -80%; inconclusive means between about -30% and that limit;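 further: parasites exposed to compound for two days anaerobically before the ATP read; on the % scale 0 is the no-effect control and ±100 the full control effect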
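Media and compound were dispensed first, then trophozoites at 100 cells/well; plates sat 48 hrs at 37 deg C without oxygen before ATP luminescence reagent was added and read after 15-30 min at room temperature.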
B2AR arrestin = qHTS assay of beta-arrestin-biased ligands of beta2-adrenergic receptor; AID 492947, 2010; hit rate 0.02% among 330,000; Beta-2 adrenergic receptor (Homo sapiens), P07550; beta-arrestin recruitment to beta2AR, cell-based reporter; Potency, µM (top dose mostly 46.1 µM), without a hit: at the top dose activation, usual class: activators;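 further: potency means the concentration at half of the fitted maximal effect; 0% = DMSO controls and full agonism = EC100 isoproterenol or metaproterenol; nearly all actives have a fitted effect of over 65% in size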
GALK inh = qHTS Assay for Inhibitors of Human Galactokinase (GALK). P51570. Purified GALK, Kinase-Glo residual ATP luminescence. Potency, µM (titrated, usually from 57.5 µM), inactives show top-dose activity change, negative = inhibition, usual class: inhibitors. hit rate 0.007% among 270,000. AID 1868, 2009; further: potency means the concentration at half of the fitted maximal effect; on the % scale 0 is the no-effect control and ±100 the full control effect
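Quantitative HTS: GALK 5 nM, ATP 35 uM, galactose 100 uM, 1 h room temperature, then luciferase-based ATP detection.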
FBPA coupling cs = qHTS Assay for Inhibitors of Fructose-1,6-bisphosphate Aldolase from Giardia Lamblia: Coupling assay counterscreen; coupling enzyme system counterscreen, AmpLite Red fluorescence; activity change, negative = inhibition, % at 58.2 µM, hits read low; hit rate 0.67% among 290,000; in the data active means activity change below about -30%; further: on the % scale 0 is the no-effect control and ±100 the full control effect
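Counterscreen of the coupled detection system alone, without aldolase: glyceraldehyde-3-phosphate coupling enzymes plus AmpLite Red readout. Compounds at 57.5 uM final, 10 min RT preincubation, 20 min RT reaction, fluorescence 525/598 nm.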
PKM2 act = qHTS Assay for Activators of Human Muscle isoform 2 Pyruvate Kinase. Pyruvate kinase PKM (Homo sapiens), P14618. purified PKM2, Kinase-Glo ATP luminescence, activation; response scale: 0% is enzyme alone, no compound. Potency, µM (doses to about 57.5 µM), inactives show at the highest dose activation, actives largely listed as activators. hit rate 0.34% among 260,000. AID 1631, 2009; further: potency means the concentration at half of the fitted maximal effect; on the % scale 0 is the no-effect control and ±100 the full control effect; nearly all actives have a fitted effect of over 55% in size
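ATP formation by purified human PK-M2, quantified via coupled luciferase luminescence after 1 h at room temperature with 0.1 mM ADP and 0.5 mM PEP final.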
* marks the source's active call; other numbers are inactive results; i = inactive; ? = inconclusive; . = not tested or not shown; [ ] = dose if it differs, or a comment. Unless noted, the call rests on the fitted dose curve; in most records, active means well fitted curve in the direction sought with a large enough effect; inconclusive means small, poorly fitted or top-dose-only effect, or another doubt; inactive means no such curve, though single readings can be large; an effect the other way counts as inactive or inconclusive. An excerpt; the hit share may differ from the screen's.

Every second line gives: GALK inh	USP2a block	hERG WT inh	KCNH2 3.1 block	Menin MLL FP TR	Giardia kill	TRPV1 ag	FBPA coupling cs	B2AR arrestin	CXXC DNA block	PKM2 act
CC(C)S(=O)(=O)c1csc(C(=O)Nc2ccc(F)cc2)c1N
 : 3%	-3%	0	-5	.	1	?	-4	2.6%	0%	-18%
O=C(CC12CC3CC(CC(C3)C1)C2)NC(=S)NCc1ccccc1
 : 2%	0%	-4	-6	-12%	-1	2	3	-0.3%	4%	1%
COc1cccc(C(=O)Nc2nnc(-c3ccccc3)s2)c1
 : 3%	-3%	-14	2	-12%	-1	14	1	-1.0%	-3%	.
Cn1c(CCNC(=O)c2ccccc2Cl)n[nH]c1=S
 : 1%	4%	-1	18	-19%	10	2	3	-0.4%	1%	-2%
CC(=O)Nc1nc2ccccc2n1CCN1CCOCC1
 : 0%	2%	27	-5	4%	-4	0	1	-0.6%	9%	7%
Cc1cccc(C2c3[nH]c4ccccc4c3CCN2C(=O)c2ccc(=O)[nH]c2)n1 (stereo not given)
 : 5%	-6%	0	1	-14%	-16	1	-1	-0.3%	17%	-7%
CCOC(=O)Cn1nnnc1C(CC)N(Cc1cccs1)Cc1cc2ccc(OC)cc2[nH]c1=O (stereo not given)
 : 2%	-14%	-4	-11	-7%	2	1	-15	-0.3%	1%	3%
C=CCn1c(CNC(=O)c2ccccc2C)nnc1SCC(=O)NC1CCCC1
 : -1%	3%	30	-5	-10%	1	0	3	0.0%	3%	9%
O=C(NCCN1C(=O)S/C(=C\c2ccc(OC(F)F)cc2)C1=O)[C@@H]1CCCN1C(=O)c1cccs1
 : 2%	-1%	8	-3	4%	-1	7	6	-0.3%	8%	-3%
COc1ccc(/C=C2/C(=O)ON=C2C)cc1Cl
 : 10%	6%	-20	0	14%	-9	1	3	0.4%	?	.
CCc1cc(=O)oc2cc(C)cc(OC(C)C(=O)NCC(O)c3ccccc3)c12 (stereo not given)
 : 0%	2%	0	11	-3%	-17	-3	-2	-0.9%	33%[activator]	-1%[0.46 µM]
Cn1cnc(S(=O)(=O)N2CCN(c3ccccc3)CC2)c1
 : 0%	0%	-11	-10	10%	16	5	2	-0.2%	26%	.
CN(CC(=O)Nc1cccc(F)c1)C(=O)c1ccc2c(c1)CC(c1ccccc1)OC2=O (stereo not given)
 : .	0%	13	7	.	1	3	.	0.0%	.	.
COc1ccc(NS(=O)(=O)c2cccc(Cl)c2)cc1S(=O)(=O)N1CCCCC1
 : 0%	-2%	-31	-29	5%	-7	-1	-3	-0.4%	?	-22%
CC(OC(=O)c1cnccn1)C(=O)Nc1nc(-c2cccc([N+](=O)[O-])c2)cs1 (stereo not given)
 : .	1%	10	1	.	1	8	.	-0.3%	.	.
CC(=O)C1C(c2ccc(F)c(F)c2)NC(=O)NC1(O)C(F)(F)F (stereo not given)
 : -1%	-2%	-9	6	19%	-4	-2	1	-0.2%	-3%	1%
O=c1[nH]c(C2CCCN(S(=O)(=O)c3ccccc3)C2)nc2c1nnn2Cc1cccc(Cl)c1 (stereo not given)
 : 7%	-1%	14	-25	15%	13	1	0	4.1%	6%	6%
CCS(=O)(=O)N1CCN(S(=O)(=O)c2ccccc2)CC1
 : -1%	4%	8	25	.	-17	0	4	-0.2%	-8%	10%
Cc1nn(CCCC(=O)NCc2ccc(F)cc2)c(=O)c2nccn12
 : .	0%	2	-2	3%	-16	-3	0	-0.2%	.	-1%
COc1cccc(CNC(=O)C2CCN(c3ncnc4c3nc3n4CCCCC3)CC2)c1
 : -1%	3%	-4	-4	-1%	12	9	-1	-0.1%	6%	.
O=C(CCSc1ccccc1)NC1CCCC1
 : 0%	0%	-2	3	-23%	20	3	1	-2.0%	2%	-15%
CC(=O)c1csc(CS(=O)(=O)c2ccccn2)n1
 : .	3%	1	19	.	-21	-4	-1	-0.7%	1%	0%
O=C(CCCc1nc(-c2ccc(Cl)cc2)no1)Nc1cccnc1
 : -3%	3%	-11	-2	7%	2	?	5	-0.3%	1%	1%
CC1C(=O)N(Cc2ccccc2)c2ccccc2N1C(=O)c1ccccc1 (stereo not given)
 : 1%	0%	0	26	?	-13	10	-1	-0.9%	32%	.
Cc1cc(OC(C)C(=O)N(Cc2cccs2)C2CCS(=O)(=O)C2)ccc1Cl (stereo not given)
 : .	1%	6	2	-16%	10	2	1	-0.5%	.	7%
O=C(Cn1cc2c(n1)CCCC2)NCCCN1CCN(c2ccccc2F)CC1
 : 2%	-1%	0	7	-4%[11.7 µM]	8	.	3	0.5%	2%	1%
COc1cccc(-c2cn(-c3cccc(C(F)(F)F)c3)c(=S)[nH]2)c1
 : 4%	0%	-5	0	?	-17	22	-2	13%	14%	.
N#CCCN(C(=O)COc1ccc(C#N)cc1)c1ccc(F)cc1
 : 4%	2%	18	12	-1%	9	-3	2	0.2%	1%	0%
CC(C(=O)NC(c1ccccc1)c1ccccc1)N1CCOCC1 (stereo not given)
 : 1%	1%	-6	-10	7%	2	2	2	0.2%	-13%	.
Cc1ccc(-n2c(SCC(=O)OC(C)C)nnc2-c2ccccn2)cc1
 : 5%	1%	-12	-3	-8%	-5	12	2	0.0%	-7%	-5%
COc1ccc(NC(=O)/C(Cl)=C(/Cl)S(=O)Cc2ccc(C)cc2)cn1 (stereo not given)
 : 1%	3%	.	.	?	.	7	-4	-0.5%	-10%	-6%
COC(=O)C1=C(C(=O)OC)[C@@H]2Nc3ccccc3[C@@]23C[C@@H](C(=O)OC)N(C(=O)COCc2ccccc2)C3=N1
 : .	.	-10	-13	1%[11.7 µM]	-2	.	-1	.	.	-1%[11.5 µM]
COc1ccc(S(=O)(=O)N2CCOC23CCN(S(=O)(=O)c2ccc(F)cc2)CC3)cc1
 : .	0%	-2	-9	.	11	0	.	0.1%	.	.
Nc1ncc(-n2cncn2)c(-c2ccc(Cl)cc2)n1
 : 2%	0%	i	5	4%	-26	1	10	0.3%	-8%	-2%
COc1ccccc1Nc1nc(C)cc(C)c1C(N)=O
 : -1%	-1%	1	-9	4%	-4	1	1	-0.6%	0%	5%
O=C(Cn1ccsc1=NC(=O)c1ccco1)c1ccccc1
 : -2%	-4%	-5	9	-24%	-2	0	4	0.2%	9%	-2%
Cc1ccc(NC(=O)C2CC(=O)N(CCc3ccccc3)C2)c(C)c1 (stereo not given)
 : 0%	1%	-6	4	-2%	-16	8	4	0.0%	7%	-3%
CN(CC(O)COc1ccc(S(=O)(=O)N2CCOCC2)cc1)C1CCCCC1 (stereo not given)
 : 0%	.	6	4	24%	12	-4	2	.	6%	-13%
O=C(CC(Nc1ccccc1Cl)C(=O)O)c1ccccc1 (stereo not given)
 : -3%	1%	-7	-9	8%	-5	-4	4	-1.2%	25%	13%
COc1ccc(NCc2cc3ccccc3[nH]c2=O)cc1
 : 2%	0%	-6	3	0%	-11	0	-17	-0.2%	3%	0%
N#C/C(=C\c1ccccc1[N+](=O)[O-])C(=O)NCc1ccccc1
 : 1%	12%	0	6	.	-28	8	-1	-0.5%	-17%	?
COc1ccc(NC(=O)CC2SC(=Nc3ccccc3)NC2=O)c(OC)c1 (stereo not given)
 : 1%	2%	-3	10	16%	8	-4	2	-0.2%	-2%	0%
COc1ccc(NC(=O)N2C3CCCC2CC(NC(=O)c2ccccc2)C3)cc1 (stereo not given)
 : -2%	-1%	-6	15	0%	-6	-2	-1	0.0%	-6%	2%
CN1c2ccc(C=O)c3c(C=O)ccc(c23)N(C)C1(C)C
 : -2%	23%	1	-29	?	-14	16	-12	-0.2%	-17%	.
Nc1c(-c2cccc([N+](=O)[O-])c2)nc2ccccn12
 : .	-1%	-12	-21	?	8	1	-10	-0.6%	10%	-17%
